TexasRed fluor = Total Fluorescence Counterscreen for Inhibitors of the Interaction of Thyroid Hormone Receptor and Steroid Receptor Coregulator 2; AID 1479, 2009; TRb/SRC2 Texas Red total fluorescence interference; Potency, µM (titrated, usually from 106 µM), for inactives: at the top dose fluorescence change, negative = quenching; 280,000 tested, 0.29% active; active means well fitted curve in either direction with a large enough effect; inconclusive means small, poorly fitted or top-dose-only effect
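Human TRb ligand-binding domain at 0.6 uM with 20 nM Texas Red SRC2 peptide in Tris buffer containing 1 uM T3 and 5% DMSO, incubated with compound 5 h at ambient temperature. Total fluorescence (555/632 nm) calculated as parallel + 2 × perpendicular.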
JMJD2E inh = qHTS Assay for Inhibitors of Human Jumonji Domain Containing 2E (JMJD2E). Lysine-specific demethylase 4E (Homo sapiens), B2RXH2. JMJD2E catalytic domain, FDH-coupled NADH fluorescence (FDH is formaldehyde dehydrogenase). AID 2147, 2009. 230,000 tested, 1.6% active. Potency, µM (titrated, usually from 57.1 µM), without a hit: at the top dose activity change, negative = inhibition, most hits filed as inhibitors; active means well fitted inhibition curve with a large enough effect, not every such curve was filed as active; inconclusive means small, poorly fitted or top-dose-only effect, or another doubt; inactive means no such curve, though single readings can be large or run the other way;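 further: 0% = wells with enzyme and -100% = buffer wells without enzyme; nearly all actives have a fitted effect of over 50% in size; many of its hits are not listed in these tables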
GoLoco inh red = qHTS Assay for Inhibitors of RGS12 GoLoco Motif Activity (Red Fluorophore). Gai1:RGS12 GoLoco peptide FP, rhodamine, 10 min. Potency, µM (doses to about 61.6 µM), for inactives: at the top dose activity, negative = inhibition, actives largely listed as inhibitors. 230,000 tested, 0.44% active. AID 880, 2007; active means well fitted inhibition curve with a large enough effect, not every such curve was filed as active; inactive means no such curve, though single readings can be large or run the other way; further: nearly all actives have a fitted effect of over 30% in size; many of its hits are not listed in these tables
Tau FP inhib = qHTS for Inhibitors of Tau Fibril Formation, Fluorescence Polarization; Microtubule-associated protein tau (Homo sapiens), P10636; K18 P301L tau heparin fibrillization, Alexa594 FP, 6 h; Potency, µM (top dose mostly 57.7 µM), without a hit: at the highest dose activity, negative = inhibition, actives largely listed as inhibitors; 280,000 tested, 0.39% active; AID 1468, 2008; further: nearly all actives have a fitted effect of over 55% in size
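FP of Alexa 594-tau after heparin (20 uM) induction. Substrate: human K18 P301L, 15 uM unlabeled, 0.24 uM labeled. Buffer 100 mM sodium acetate pH 7. 6 hr, 37 C.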
Tau fibril ThT = qHTS for Inhibitors of Tau Fibril Formation, Thioflavin T Binding; 270,000 tested, 2.1% active; recombinant tau K18 P301L, heparin-induced fibrillization, ThT fluorescence; Microtubule-associated protein tau (Homo sapiens), P10636; AID 1460, 2008; Potency, µM (top dose mostly 57.4 µM), for inactives: at the top dose activity, negative = inhibition, actives largely listed as inhibitors; further: nearly all actives have a fitted effect of over 55% in size
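ThT emission at 510 nm, taken 1 hr after adding 30 uM dye, quantifies aggregates formed when 20 uM heparin acts on human tau K18 P301L for 6 hr at 37 C.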
RECQ1 helicase = qHTS Assay for Inhibitors of RecQ-Like Dna Helicase 1 (RECQ1); 240,000 tested, 0.54% active; Potency, µM (top dose mostly 57.3 µM), inactives show at the highest dose activity, negative = inhibition, hits mostly inhibitors; ATP-dependent DNA helicase Q1 (Homo sapiens), P46063; AID 2549, 2010; RECQ1 DNA unwinding, red fluorescence kinetic read;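 further: plate controls were vehicle for no effect and no enzyme for full effect; nearly all actives have a fitted effect of over 30% in size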
Target sequence (P46063 whole entry, looked up): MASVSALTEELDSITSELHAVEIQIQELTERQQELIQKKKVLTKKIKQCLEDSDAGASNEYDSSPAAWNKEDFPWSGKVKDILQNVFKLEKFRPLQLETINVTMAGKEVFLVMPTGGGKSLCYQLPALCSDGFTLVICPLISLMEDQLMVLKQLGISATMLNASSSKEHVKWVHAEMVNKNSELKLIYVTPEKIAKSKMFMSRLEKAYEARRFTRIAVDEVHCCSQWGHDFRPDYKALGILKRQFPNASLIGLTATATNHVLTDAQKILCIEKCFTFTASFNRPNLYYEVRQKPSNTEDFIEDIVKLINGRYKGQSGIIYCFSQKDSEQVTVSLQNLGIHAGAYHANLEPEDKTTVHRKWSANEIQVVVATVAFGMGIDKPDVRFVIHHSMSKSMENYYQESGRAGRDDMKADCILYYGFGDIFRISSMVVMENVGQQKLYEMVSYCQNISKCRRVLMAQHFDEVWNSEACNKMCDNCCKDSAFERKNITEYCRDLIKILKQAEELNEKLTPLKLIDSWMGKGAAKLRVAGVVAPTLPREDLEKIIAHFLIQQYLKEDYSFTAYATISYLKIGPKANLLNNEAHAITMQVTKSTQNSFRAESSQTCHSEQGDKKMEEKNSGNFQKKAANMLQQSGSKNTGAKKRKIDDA
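50 nM RECQ1T1 preincubated 15 min with compound in Tris pH 8.0 buffer with MgCl2, DTT, Tween-20 and 2.5 ug/ml poly(dI-dC); started with 200 nM TAMRA/BHQ-2 forked duplex and 2 mM ATP. Unwinding read as fluorescence (525/598 nm), two reads 2 h apart.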
TRb SRC2 PPI = qHTS for Inhibitors of the Interaction of Thyroid Hormone Receptor and Steroid Receptor Coregulator 2; Thyroid hormone receptor beta (Homo sapiens), P10828; TRbeta-SRC2 peptide binding, fluorescence polarization; receptor liganded with 1 µM T3; Potency, µM (doses to about 106 µM), inactives show at the top dose activity change, negative = inhibition, most hits filed as inhibitors; 280,000 tested, 0.065% active; AID 1469, 2008;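 further: plate controls were bound peptide for no effect and peptide without receptor for full effect; nearly all actives have a fitted effect of over 50% in size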
Target sequence (P10828 whole entry, looked up): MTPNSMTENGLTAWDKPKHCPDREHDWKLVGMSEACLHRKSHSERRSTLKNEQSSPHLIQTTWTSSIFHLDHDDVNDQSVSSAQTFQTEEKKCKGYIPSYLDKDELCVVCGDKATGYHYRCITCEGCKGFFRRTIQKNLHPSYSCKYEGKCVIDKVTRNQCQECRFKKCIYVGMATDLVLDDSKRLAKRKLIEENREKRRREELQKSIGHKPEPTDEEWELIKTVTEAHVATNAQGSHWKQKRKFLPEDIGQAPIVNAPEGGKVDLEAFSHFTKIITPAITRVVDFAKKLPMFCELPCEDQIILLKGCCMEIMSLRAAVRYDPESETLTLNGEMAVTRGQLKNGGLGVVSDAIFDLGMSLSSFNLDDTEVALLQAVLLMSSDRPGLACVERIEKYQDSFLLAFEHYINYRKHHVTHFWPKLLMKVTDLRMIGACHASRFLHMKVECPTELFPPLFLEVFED
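Human TRb ligand-binding domain (0.6 uM) is mixed with 20 nM Texas Red SRC2 peptide and 1 uM T3; after compound addition and 5 hr at ambient temperature, polarization is measured and normalized to unbound and bound controls.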
L3MBTL1 inh = qHTS Assay for the Inhibitors of L3MBTL1; AID 485360, 2010; Potency, µM (highest dose often 57.1 µM), for inactives: at the highest dose activity, negative = inhibition, actives largely listed as inhibitors; 230,000 tested, 0.66% active; AlphaScreen L3MBTL1–H3K9me1 peptide binding; Lethal(3)malignant brain tumor-like protein 1 (Homo sapiens), Q9Y468; further: nearly all actives have a fitted effect of over 60% in size
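Displacement of a biotinylated histone H3(1-15) peptide monomethylated at Lys9 (75 nM) from L3MBTL1 (50 nM) was measured by AlphaScreen after a 30 min room-temperature compound incubation; cefsulodin titration served as intraplate control.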
An asterisk follows results filed as active; [ ] = another dose, or the depositor's remark. Unless noted, the call rests on the fitted dose curve; in most records, active means well fitted curve in the direction sought with a large enough effect; inconclusive means small, poorly fitted or top-dose-only effect, or another doubt; inactive means no such curve, though single readings can be large; an effect the other way counts as inactive or inconclusive. Unless noted, on the % scale 0 is the no-effect control and ±100 the full control effect; potency means the concentration at half of the fitted maximal effect. An excerpt; count on the stated rates, not on these rows.

What do the screens show for `CN(C(=O)Cc1c[nH]c2ccccc12)C(C(=O)Nc1ccc2c(c1)OCO2)c1ccccc1` (centres undefined)?
TexasRed fluor: 2.8%; JMJD2E inh: 0.1%; GoLoco inh red: 7.6%; Tau FP inhib: 8.5%; Tau fibril ThT: -13.6%; RECQ1 helicase: inactive; TRb SRC2 PPI: 1.4%; L3MBTL1 inh: -10.8%

What do the screens show for `COc1cc(-c2nnc(CSc3nnc(N)s3)o2)cc(OC)c1OC`?
TexasRed fluor: -0.5%; JMJD2E inh: 3.3%; GoLoco inh red: 6.6%; Tau FP inhib: 4.8%; Tau fibril ThT: -5.7%; RECQ1 helicase: -2.6%; TRb SRC2 PPI: 0.4%; L3MBTL1 inh: 4.6%

What do the screens show for `Cn1cc(CCNCc2cn[nH]c2-c2ccc(-c3ccccc3)cc2)cn1`?
TexasRed fluor: 1.4%; JMJD2E inh: -5.0%; GoLoco inh red: 1.1%; Tau FP inhib: 8.7%; Tau fibril ThT: 6.3%; RECQ1 helicase: inactive; TRb SRC2 PPI: -2.5%; L3MBTL1 inh: -9.0%

How did COc1ccc(CCNC(=O)CS(=O)Cc2nc(-c3cccs3)oc2C)cc1OC (centres undefined) do in these assays?
TexasRed fluor: -2.5%; JMJD2E inh: -8.4%; GoLoco inh red: 17.3%; Tau FP inhib: -7.9%; Tau fibril ThT: -11.1%; RECQ1 helicase: -2.2%; TRb SRC2 PPI: 7.0%; L3MBTL1 inh: 3.8%

How did CCOC(=O)Nc1ccc2c(c1)N(C(=O)CN(CC)CC)c1ccccc1C=C2 do in these assays?
TexasRed fluor: 0.5%; JMJD2E inh: -27.1%; GoLoco inh red: -12.3%; Tau FP inhib: 1.8%; Tau fibril ThT: -16.3%; RECQ1 helicase: 2.0%; TRb SRC2 PPI: 0.4%; L3MBTL1 inh: 1.9%

What do the screens show for `CCOc1ccc(-n2c(SCC)nc3c(c2=O)SCC3)cc1`?
TexasRed fluor: -2.8%; JMJD2E inh: 5.9%; GoLoco inh red: -2.0%; Tau FP inhib: -2.7%; Tau fibril ThT: -1.7%; RECQ1 helicase: 7.2%; TRb SRC2 PPI: 5.5%; L3MBTL1 inh: 1.2%

Results for CC(=O)N1c2ccccc2N(Cc2ccc(C)cc2C)C(=O)C1(C)C ?
TexasRed fluor: 0.6%; JMJD2E inh: -18.2%; GoLoco inh red: -0.8%; Tau FP inhib: 1.9%; Tau fibril ThT: -10.1%; RECQ1 helicase: -6.6%; TRb SRC2 PPI: -3.3%

How did Cc1cc(=O)[nH]c(SCC(N)=O)c1C#N do in these assays?
TexasRed fluor: -1.3%; JMJD2E inh: 0.7%; GoLoco inh red: -2.6%; Tau FP inhib: -0.5%; Tau fibril ThT: -8.3%; RECQ1 helicase: -0.3%; TRb SRC2 PPI: -2.7%

What do the screens show for `COc1ccc(C2N=C(c3ccccc3)NC(c3ccccc3)=N2)cc1`?
TexasRed fluor: -3.3%; JMJD2E inh: -7.8%; GoLoco inh red: -1.3%; Tau FP inhib: inconclusive; Tau fibril ThT: -5.9%; RECQ1 helicase: 2.6%; TRb SRC2 PPI: -2.0%; L3MBTL1 inh: 3.5%

How did Cc1sc(NC(=O)Cn2nc(C(F)(F)F)cc2C)c(C(=O)OC(C)C)c1C do in these assays?
TexasRed fluor: 0.8%; JMJD2E inh: 164.3%[activator]; GoLoco inh red: 6.1%; Tau FP inhib: -8.0%; Tau fibril ThT: -5.2%; RECQ1 helicase: -3.9%; TRb SRC2 PPI: 9.3%; L3MBTL1 inh: -3.5%

Results for CN1C(=O)c2ccccc2Sc2ccc(NC(=O)NCc3ccc(Cl)cc3)cc21 ?
TexasRed fluor: -0.9%; Tau FP inhib: 7.1%; Tau fibril ThT: -1.2%; TRb SRC2 PPI: -0.3%

How did CC1(C)NC(=O)N(CCOCCSc2ccccc2)C1=O do in these assays?
TexasRed fluor: -7.3%; JMJD2E inh: 8.8%; GoLoco inh red: 2.6%; Tau FP inhib: -1.3%; Tau fibril ThT: -8.5%; RECQ1 helicase: inactive; TRb SRC2 PPI: -2.5%; L3MBTL1 inh: -0.8%

How did O=C(O)CSc1nnc(-c2cc3ccccc3o2)n1-c1ccccc1 do in these assays?
TexasRed fluor: 4.2%; JMJD2E inh: inconclusive; GoLoco inh red: 1.4%; Tau FP inhib: -1.4%; Tau fibril ThT: 5.7%; RECQ1 helicase: -13.1%; TRb SRC2 PPI: -21.0%; L3MBTL1 inh: 8.6%

What do the screens show for `COc1cccc(CNCCc2c[nH]c3ccccc23)c1OCc1ccccc1`?
TexasRed fluor: -0.3%; JMJD2E inh: 3.8%; GoLoco inh red: 3.1%; Tau FP inhib: 20.1%; Tau fibril ThT: inconclusive; RECQ1 helicase: -7.7%; TRb SRC2 PPI: -12.8%; L3MBTL1 inh: -12.8%

What do the screens show for `CCOC(=O)C(=CNc1ccc(Cl)cn1)C(=O)OCC`?
TexasRed fluor: -0.4%; JMJD2E inh: 3.7%; GoLoco inh red: -3.4%; Tau FP inhib: -0.1%; Tau fibril ThT: -8.0%; RECQ1 helicase: -7.0%; TRb SRC2 PPI: -1.9%; L3MBTL1 inh: 7.5%

What do the screens show for `Cc1ccc2c(c1)C(O)(CC(=O)c1cccc(-n3cccc3)c1)C(=O)N2` (centres undefined)?
TexasRed fluor: -4.8%; JMJD2E inh: 4.3%; GoLoco inh red: -4.0%; Tau FP inhib: -6.1%; Tau fibril ThT: -16.9%; RECQ1 helicase: -2.1%; TRb SRC2 PPI: 3.5%

Results for O=C1CCC=C1C(O)CCc1ccccc1 (centres undefined) ?
TexasRed fluor: 0.4%; JMJD2E inh: 8.9%; GoLoco inh red: -4.8%; Tau FP inhib: -5.0%; Tau fibril ThT: -1.5%; RECQ1 helicase: 9.5%; TRb SRC2 PPI: 5.1%

What do the screens show for `C=CCN=c1scc(-c2ccco2)n1/N=C/c1ccc(O)c(O)c1O`?
TexasRed fluor: -7.4%; JMJD2E inh: 11.2µM*; GoLoco inh red: 18.4%; Tau FP inhib: inconclusive; Tau fibril ThT: 6.31µM*; RECQ1 helicase: -10.3%; TRb SRC2 PPI: 8.6%; L3MBTL1 inh: 17.8µM*

Results for Cc1ccccc1NC(=O)Cn1c(=O)n(CCC(=O)NCc2ccc3c(c2)OCO3)c(=O)c2sccc21 ?
TexasRed fluor: -65.1%; Tau FP inhib: inconclusive; Tau fibril ThT: 1.1%; TRb SRC2 PPI: -3.1%

Results for CCOC(=O)C1=C(O)/C(=C\c2ccc(CNC(=O)C(=O)Nc3ccc(C)c(C)c3)o2)N=C1C ?
TexasRed fluor: -2.8%; JMJD2E inh: -4.4%; GoLoco inh red: 19.0%; Tau FP inhib: 3.6%; Tau fibril ThT: inconclusive; RECQ1 helicase: -7.5%; TRb SRC2 PPI: -2.6%

How did COc1ccc(S(=O)(=O)N2CCC(N3CCN(c4ccccc4OC)CC3)CC2)cc1 do in these assays?
TexasRed fluor: -1.0%; JMJD2E inh: inconclusive; GoLoco inh red: -16.0%; Tau FP inhib: -3.8%; Tau fibril ThT: -7.1%; RECQ1 helicase: -0.3%; TRb SRC2 PPI: -1.3%; L3MBTL1 inh: -2.9%

How did CC(Oc1ccc(Br)cc1Br)C(=O)NC1CCCC1 (centres undefined) do in these assays?
TexasRed fluor: -0.4%; JMJD2E inh: 4.8%; GoLoco inh red: -3.3%; Tau FP inhib: 9.3%; Tau fibril ThT: 2.0%; RECQ1 helicase: inactive; TRb SRC2 PPI: 3.1%; L3MBTL1 inh: 9.0%

How did O=C(Nc1nc(-c2ccccc2)cs1)C1CCCCN1S(=O)(=O)c1ccc(Cl)cc1 (centres undefined) do in these assays?
TexasRed fluor: 0.0%; JMJD2E inh: -1.7%; GoLoco inh red: 5.7%; Tau FP inhib: -12.7%; Tau fibril ThT: -5.3%; RECQ1 helicase: -9.3%; TRb SRC2 PPI: -0.3%

What do the screens show for `CCc1ccccc1Nc1cc(C(=O)NCc2ccccn2)c2ccccc2n1`?
TexasRed fluor: -3.6%; JMJD2E inh: -1.2%; GoLoco inh red: 9.7%; Tau FP inhib: 4.0%; Tau fibril ThT: -9.4%; RECQ1 helicase: -4.7%; TRb SRC2 PPI: 2.4%; L3MBTL1 inh: 11.0%

Results for COC(=O)c1cccc(NC(=O)c2ccco2)c1 ?
TexasRed fluor: 0.9%; JMJD2E inh: -2.4%; GoLoco inh red: 5.0%; Tau FP inhib: 2.5%; Tau fibril ThT: -2.5%; RECQ1 helicase: -5.6%; TRb SRC2 PPI: 4.1%; L3MBTL1 inh: -2.5%

Results for Cc1cc(Cl)ccc1NC(=S)NCc1ccccc1Cl ?
TexasRed fluor: -1.0%; JMJD2E inh: 1.6%; GoLoco inh red: 0.6%; Tau FP inhib: -12.2%; Tau fibril ThT: -5.6%; RECQ1 helicase: inactive; TRb SRC2 PPI: 3.1%; L3MBTL1 inh: 0.4%

Results for Cc1ccc(N(CCC(=O)O)S(=O)(=O)c2ccccc2)cc1 ?
TexasRed fluor: -1.1%; JMJD2E inh: 3.7%; GoLoco inh red: 3.7%; Tau FP inhib: -7.0%; Tau fibril ThT: -1.7%; RECQ1 helicase: -10.5%; TRb SRC2 PPI: 4.5%; L3MBTL1 inh: -2.9%

Assay outcomes: PubChem BioAssay, National Center for Advancing Translational Sciences (NCATS)
